Compound activity deposited in PubChem by several laboratories.
M4 PAM – human M4 muscarinic receptor positive allosteric modulators, primary screen, CHO-K1 cells, Fluo-8 calcium fluorescence; Muscarinic acetylcholine receptor M4 (Homo sapiens), P08173; CHO-K1 hM4/Gqi5, ACh EC20; 0% = ACh EC20, 100% = maximal ACh; activation, % at 3 µM; actives 0.4% (n = 360,000); AID 624126, 2012;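 active = activation above its plate's cutoff, the mean activation of sample wells plus 3 SD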; note: some results filed as inactive read as strong as hits
Target sequence (P08173 whole entry, looked up): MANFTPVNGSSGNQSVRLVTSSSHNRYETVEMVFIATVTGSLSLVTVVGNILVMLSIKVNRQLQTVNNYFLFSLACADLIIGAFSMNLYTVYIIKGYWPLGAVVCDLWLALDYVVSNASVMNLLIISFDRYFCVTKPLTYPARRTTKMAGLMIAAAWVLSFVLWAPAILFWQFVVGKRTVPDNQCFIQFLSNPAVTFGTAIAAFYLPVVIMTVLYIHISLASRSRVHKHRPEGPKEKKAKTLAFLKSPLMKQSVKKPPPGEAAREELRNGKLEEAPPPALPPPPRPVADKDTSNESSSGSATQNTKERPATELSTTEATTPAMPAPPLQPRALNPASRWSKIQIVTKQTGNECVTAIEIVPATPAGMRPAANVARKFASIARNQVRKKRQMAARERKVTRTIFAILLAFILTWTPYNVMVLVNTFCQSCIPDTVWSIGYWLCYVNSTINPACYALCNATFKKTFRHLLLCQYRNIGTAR
PHOSPHO1 block – PubChem AID 1565; inhibition, % at 13.3 µM; recombinant PHOSPHO1, absorbance phosphatase assay; actives 1.1% (n = 290,000); Phosphoethanolamine/phosphocholine phosphatase (Homo sapiens), Q8TCT1; in the data active = inhibition above about 60%
MEKK3 PB1 HTS – modulators of MEKK3-MEK5 PB1 binding, primary screen, biochemical, wildtype MEKK3, multiplex bead flow cytometry, Alexa488-MEK5; bead-based flow cytometry, Alexa488-MEK5 binding to MEKK3; actives lie on both sides; 0 = blocked by unlabeled MEK5, 100 = vehicle; binding response (% of control), % at 10 µM; actives 1.4% (n = 290,000); AID 1529, 2009;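 active = binding response more than 3 SD above or below the average of its plate-row segment, actives on both sides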;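 note: Alexa488 bead fluorescence after subtracting the streptavidin-only scavenger bead signal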
GalR3 antag – GalR3 antagonists in HEK293 cells, primary screen, cell-based, fluorescence readout. HEK293 GalR3-CNG cAMP membrane potential fluorescence; galR3 body fused to GalR1 C-terminus. actives 0.44% (n = 360,000). inhibition, % at 3 µM. Galanin receptor type 3 (Homo sapiens), O60755;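 active = inhibition above the screen-wide average plus 3 SD, cut at about 13% in these data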;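 note: forskolin and galanin both at EC90 stimulate the cells; cAMP rise reported by CNG channel membrane potential dye signal; 0% = forskolin plus galanin with DMSO and 100% = forskolin alone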
Target sequence (O60755 1-299 limits assumed): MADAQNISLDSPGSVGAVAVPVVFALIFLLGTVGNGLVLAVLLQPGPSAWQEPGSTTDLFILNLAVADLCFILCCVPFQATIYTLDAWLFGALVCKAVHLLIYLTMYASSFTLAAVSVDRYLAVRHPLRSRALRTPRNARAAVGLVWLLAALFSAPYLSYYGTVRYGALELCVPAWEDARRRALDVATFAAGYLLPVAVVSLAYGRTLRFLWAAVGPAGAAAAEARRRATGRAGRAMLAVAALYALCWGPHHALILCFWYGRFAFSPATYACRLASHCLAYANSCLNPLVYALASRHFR
IDE act – human IDE activators in live cells, primary screen, fluorescence polarization, HEK cells, FAbeta-B substrate. Insulin-degrading enzyme (Homo sapiens), P14735. activation, % at 5.96 µM. FAbeta-B cleavage; 0% vehicle, 100% cell-free pure enzyme wells. actives 0.073% (n = 340,000);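 active = activation above the mean of all tested compounds plus 3 SD, set per screening campaign, cut at about 17% in these data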
CRFR2-BP ag – agonists of CRF-BP/CRF-R2 complex, primary screen, cell-based, HEK293, calcium dye fluorescence, uHTS. AID 588473, 2011. CRF-binding protein / CRF receptor 2 complex (human). activation, % at 13.2 µM. calcium dye fluorescence (FLIPR); percent of saturating CRF peptide response. actives 0.46% (n = 350,000);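 active = activation of at least 50%, plus an integration ratio under a set limit after plate pattern correction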;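 note: plate controls were neutral control wells without compound for no effect and CRF at EC100 for full effect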
pCIP destab – p/CIP-EGFP fusion destabilizers, primary screen, fluorescence, F442A cells; Q05BA5; 16 h; decrease of EGFP signal, % at 10 µM; actives 0.01% (n = 290,000); AID 1984, 2009;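 active = EGFP signal decrease of at least 30% at 10 µM or well 3 SD below plate mean, unless failing retest; inactive = the rest, including hits failing retest or dose response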; note: some compounds called inactive have numbers as strong as hits; many of its hits are not listed in these tables
CRFBP-R2 block – antagonists of CRF-BP/CRF-R2 complex, primary screen, cell-based, HEK293, calcium dye fluorescence, uHTS. actives 0.59% (n = 350,000). inhibition, % at 11.8 µM. AID 588475, 2011. CRF-induced calcium fluorescence;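 active = inhibition of the ligand-induced calcium signal above about 50% at the single tested concentration, limit read from the data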
IDE inh – human IDE inhibitors in live cells, primary screen, fluorescence polarization, HEK cells, FAbetaB substrate; inhibition, % at 5.59 µM; actives 0.41% (n = 320,000); Insulin-degrading enzyme (Homo sapiens), P14735; FAbetaB cleavage; AID 434962, 2010;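 active = percent inhibition above the average of all tested compounds plus 3 SD, set per screening campaign, cut at about 16% in these data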;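 note: IDE supplied by intact live HEK cells; FP after avidin binding of uncleaved biotin substrate so inhibition keeps polarization high; 0% = DMSO wells and 100% = 60 µM reference IDE inhibitor Ii1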
Starred values were filed as active, the others as inactive; . = no result given; & = joins results of further samples; [ ] = another dose, or the depositor's remark.

SMILES	M4 PAM	PHOSPHO1 block	MEKK3 PB1 HTS	GalR3 antag	IDE act	CRFR2-BP ag	pCIP destab	CRFBP-R2 block	IDE inh
Cc1c(N=Cc2c(O)n(Cc3ccco3)c(=O)c3ccccc23)c(=O)n(-c2ccccc2)n1C	0.2	-3.0&1.5	106.0	-4.5	-3.7	-2.5	-24.3&1.1	15.4	9.5
Clc1cccc2c3c([nH]c12)CCNC3	2.7	26.5	100.0	-7.9	-3.5	3.8	-2.5	10.2	0.3
CC(C)OCCCn1c(SCC(=O)Nc2ccccc2C(F)(F)F)nc2nccnc2c1=O	5.5	-33.0	97.0	-7.3	1.9	-2.6	5.5	19.7	1.5
CCCN(CCC)S(=O)(=O)c1ccc(C(=O)NCc2ccco2)cc1	2.3	-5.5	105.0	-7.0	3.4	3.1	-4.0	7.3	8.5
Cc1ccc(C(=O)OCC(=O)c2c[nH]c3ccccc23)cc1NC(=O)c1ccco1	-2.6	22.6	103.0	-2.2	5.2	-2.9	-3.3	23.3	5.2
CN(C)S(=O)(=O)c1cc(NC(=O)COC(=O)CC2Sc3ccccc3NC2=O)ccc1Cl (centres undefined)	-5.8	.	.	-4.8	-0.7	7.0	.	-24.6	-0.7
Nc1ccc(C(=O)Nc2ccc3nc(-c4cccnc4)[nH]c3c2)cc1	6.2	25.1	.	-4.9	7.5	0.8	5.8	3.6	-2.4
Cc1nc2ccccn2c1C(=O)N/N=C/c1ccc(F)cc1	-3.7	19.0	106.0	-4.2	1.4	-3.3	-8.8	-0.1	5.6
CCOC(=O)c1cn2nc(N3CCCCC3)ccc2n1	-1.7	36.4	102.0	-4.0	0.8	0.4	-3.3	6.3	4.2
Cc1ccc(SCc2nc3ccccc3n2CC(=O)Nc2ccccc2)cc1	-5.1	41.9	98.0	-6.3	-3.8	0.5	-8.3	10.9	-6.4
Cc1ccc(NC(=O)C2CCN(c3ncnc4c3nc3n4CCCCC3)CC2)nc1	-6.9	15.4	98.0	5.7	4.7	0.1	-6.8	-6.0	1.0
CC(C)Sc1nc(C(F)(F)F)cc(=O)n1-c1ccccc1	5.9	-24.1	103.0	-3.9	0.8	0.7	5.6	-7.0	6.8
COc1cc(OC)cc(C(=O)NNS(=O)(=O)c2ccc(F)cc2)c1	4.6	34.8	105.0	-4.4	1.1	-1.7	2.8	4.1	-0.8
O=C1C=CC(=O)N1c1cccc2cccnc12	8.4	.	.	-6.3	-2.4	-0.8	.	8.4	.
Cn1c(=O)cc(OCC(=O)NCCCN2CCN(c3cccc(Cl)c3)CC2)c2ccccc21	-8.1	-17.3	79.0	-0.1	-1.0	-3.3	-13.4	17.9	3.5
CCOc1ccc(/C=N/NC(=O)c2cc3c(OC)cc(OC)cc3[nH]2)cc1OC	-7.2	24.8	106.0	-11.1	-1.0	1.7	-3.7	-11.5	1.9
O=[N+]([O-])c1cccnc1Sc1ccc(F)cc1	-0.9	.	.	0.5	.	-1.9	.	15.2	-0.4
O=C(CSc1nc(=O)n2ccccc2n1)OCc1ccccc1	5.4	.	.	-1.7	0.8	1.2	.	-10.4	-1.2
O=S(=O)(c1ccc(C(F)(F)F)cc1)N1CCCN(c2ccc(C(F)(F)F)cn2)CC1	-2.9	28.8	47.0*[inhibitor]	0.0	.	3.9	-1.4	-10.3	-4.7
COc1ccc(OCC(=O)OCC(=O)Nc2cc(S(=O)(=O)N3CCOCC3)ccc2Cl)cc1	-1.7	.	.	-2.1	-0.8	0.2	.	4.0	3.2
CC1CC(C)CN(C(=O)COC(=O)c2cccc([N+](=O)[O-])c2)C1 (centres undefined)	-11.0	28.0	48.0*[inhibitor]	-1.2	2.9	0.3	0.5	17.9	-3.0
Cc1c(C#N)c2ccccc2n1CC(=O)N1CCCC1	4.1	23.1	105.0	-3.1	-1.7	1.9	0.1	2.9	-2.5
O=c1cc(-c2ccncc2)oc2ccccc12	-3.5	-7.4	99.0	-1.2	5.0	-2.8	-0.3	9.1	2.6
CCCN1C(=O)c2ccccc2NC1c1ccc(Br)cc1 (centres undefined)	-3.6	13.7	107.0	1.5	-1.0	0.2	-4.4	-7.6	3.2
CCCCN(C)CCCNC(=O)c1cc(=O)[nH]c2ccc(S(=O)(=O)N3CCCCC3C)cc12 (centres undefined)	-5.6	-4.6	101.0	-5.5	4.7	-0.9	3.9	16.0	-0.3
SMILES	M4 PAM	PHOSPHO1 block	MEKK3 PB1 HTS	GalR3 antag	IDE act	CRFR2-BP ag	pCIP destab	CRFBP-R2 block	IDE inh
Cc1nc2ccccc2cc1O	5.3	-23.2	103.0	-0.1	5.8	-3.6	-6.2	5.3	2.5
O=C(Nc1ccccc1)/C(=C/c1ccc(F)cc1)NC(=O)c1ccco1	-3.3	6.5	102.0	-8.7	-2.2	1.5	-14.4	11.4	4.9
CCN(CCCNC(=O)CN(C)S(=O)(=O)c1cccc2nsnc12)c1ccccc1	-0.9	8.5	.	-2.2	-0.1	0.1	-4.2	6.3	0.9
Cc1cn(S(=O)(=O)c2ccccc2[N+](=O)[O-])cn1	2.8	-29.5	99.0	-1.1	0.8	2.0	-2.4	-9.1	-0.3
O=C(c1ccco1)N1CCCC(c2nc(-c3ccc(S(=O)(=O)NCc4ccccc4)cc3)no2)C1 (centres undefined)	-15.6	-26.0	.	-8.8	-10.6	-1.2	-0.9	-8.9	7.2
Cc1ccc(S(=O)(=O)NCCC(=O)N2CCC(C(N)=O)CC2)cc1C	26.4*	.	.	-2.5	4.4	-0.4	.	5.5	3.9
COc1cc2c(cc1OC)CN(CC(=O)Nc1ccc(C)c(S(=O)(=O)N3CCOCC3)c1)CC2	-3.1	31.5	99.0	1.7	-1.8	0.5	-0.6	-16.8	8.5
CCCc1cc(=O)n2nc(N3CCC(C(=O)Nc4cccc(C(C)=O)c4)CC3)sc2n1	5.5	15.4	101.0	0.7	1.7	3.1	7.8	-14.8	6.1
O=C(NCC1CCCO1)C(=O)N/N=C/c1ccccc1C(=O)O (centres undefined)	11.0	10.2	108.0	-2.6	7.1	-0.6	-9.2	-9.4	1.5
CS(=O)(=O)Nc1ccc(C(=O)Nc2ccccc2Cl)cc1	-0.6	39.4	99.0	-0.9	.	1.2	3.8	-12.5	-1.9
CN(C)c1ccc(C(=O)NNC(=O)C23CC4CC(CC(C4)C2)C3)cc1	0.3	.	.	2.9	6.9	-3.4	.	-6.5	-0.3
CCCCOc1ccc(-c2nnc(-c3ccncc3)o2)cc1	-6.6	1.8	115.0	-1.2	3.0	-0.6	-17.5	-28.1	6.0
O=C(COC(=O)c1ccc(S(=O)(=O)N2CCCCCC2)cc1)NCc1ccc(Cl)cc1	11.6	.	.	-5.7	3.3	2.1	.	5.0	-2.3
C=CCn1c(N2CCOCC2)nc2c1c(=O)[nH]c(=O)n2C	0.4	18.8	103.0	-1.1	4.4	-1.4	13.9	8.5	3.7
CCOC(=O)[C@H]1[C@H]2COc3cc(OC)ccc3[C@@H]2N2C(=O)CN(Cc3ccccc3)C(=O)[C@@]12C	1.2	.	.	-0.4	-0.2	-1.6	.	5.0	2.9
O=C(C[n+]1ccc(C(=O)c2ccccc2)cc1)Nc1ccccc1OC(F)F	-0.5	.	.	-3.2	3.3	4.2	.	1.6	3.5
N#Cc1cc2c(ccc3ccccc32)oc1=O	-5.9	16.1	103.0	0.6	4.7	0.5	-1.4	-1.3	3.0
CCCN(C(=O)c1c(CC)noc1C)c1c(N)n(Cc2ccccc2)c(=O)[nH]c1=O	4.9	.	.	-0.9	2.7	0.3	.	2.4	4.9
CCCCCCN(C(=O)CCCCCN1C(=O)NC(c2cccc([N+](=O)[O-])c2)C(C(=O)OCc2ccccc2)=C1C)C(C(=O)NCCCC)c1ccc(OCC(=O)OC)c(C(=O)OC)c1 (centres undefined)	.	26.5	88.0	-8.6	.	.	9.8	.	0.8
CCOC(=O)N1CCN(c2nc(=S)n(-c3ccccc3)c(C)c2C(C)=O)CC1	-18.7	-22.1	106.0	1.9	-1.4	1.0	3.4	16.7	1.7
CC1=C(C(=O)OCc2ccccc2)C(c2ccc3ccccc3c2)NC(=O)N1CCCCCC(=O)O (centres undefined)	.	1.1	106.0	-7.0	.	-2.3	-3.1	-3.7	-1.2
CCOC(=O)C(=CNc1ccccc1Cl)C(=O)OCC	7.3	-16.6	53.0	-11.9	4.7	0.2	-3.6	-3.5	.
CCOc1ccccc1/C=N/Nc1nc(C)cc(=O)[nH]1	-6.3	.	102.0	.	0.8	-0.5	-15.3	10.8	0.2
CC(=O)c1ccc(NC(=O)CSc2ccc(-c3ccco3)nn2)cc1	-4.0	32.2	104.0	0.7	4.9	0.6	-10.4	8.3	0.8
